CHRM4 agonist – human M4 muscarinic receptor agonists, primary screen, CHO-K1 cells, Fluo-8 calcium fluorescence; Muscarinic acetylcholine receptor M4 (Homo sapiens), P08173; CHO-K1 hM4/Gqi5; vehicle 0%, full acetylcholine response 100%; activation, % at 3 µM; 360,000 tested, 0.14% active;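 active = activation above the run mean over all test wells plus 3 SD, cut at about 32% in these data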;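 also: peak over basal fluorescence ratio per well then scaled between controls; 0% = DMSO wells and 100% = acetylcholine at EC100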
Target sequence (P08173 whole entry, looked up): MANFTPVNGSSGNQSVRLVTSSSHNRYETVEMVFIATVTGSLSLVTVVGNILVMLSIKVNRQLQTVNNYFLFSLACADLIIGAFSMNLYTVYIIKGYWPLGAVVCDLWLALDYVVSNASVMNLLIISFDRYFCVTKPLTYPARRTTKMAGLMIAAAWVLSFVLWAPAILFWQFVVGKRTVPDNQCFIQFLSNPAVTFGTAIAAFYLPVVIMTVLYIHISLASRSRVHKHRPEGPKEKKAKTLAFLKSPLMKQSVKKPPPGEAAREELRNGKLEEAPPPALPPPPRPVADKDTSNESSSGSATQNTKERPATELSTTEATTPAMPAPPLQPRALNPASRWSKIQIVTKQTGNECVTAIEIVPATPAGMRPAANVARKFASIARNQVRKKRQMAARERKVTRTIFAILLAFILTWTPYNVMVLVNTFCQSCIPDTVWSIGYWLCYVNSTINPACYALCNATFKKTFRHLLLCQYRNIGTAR
CHRM5 antagonist – human M5 muscarinic receptor antagonists, primary screen, CHO cells, Fluo-8 calcium fluorescence; Muscarinic acetylcholine receptor M5 (Homo sapiens), P08912; 360,000 tested, 0.59% active; inhibition, % at 3 µM; CHO-hM5 cells, ACh EC80;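 active = inhibition above a per-plate cutoff, the mean of that plate's test compounds plus 3 SD, cut at about 27% in these data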;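 also: 0% = acetylcholine EC80 with DMSO and 100% = DMSO without agonist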
Target sequence (P08912 whole entry, looked up): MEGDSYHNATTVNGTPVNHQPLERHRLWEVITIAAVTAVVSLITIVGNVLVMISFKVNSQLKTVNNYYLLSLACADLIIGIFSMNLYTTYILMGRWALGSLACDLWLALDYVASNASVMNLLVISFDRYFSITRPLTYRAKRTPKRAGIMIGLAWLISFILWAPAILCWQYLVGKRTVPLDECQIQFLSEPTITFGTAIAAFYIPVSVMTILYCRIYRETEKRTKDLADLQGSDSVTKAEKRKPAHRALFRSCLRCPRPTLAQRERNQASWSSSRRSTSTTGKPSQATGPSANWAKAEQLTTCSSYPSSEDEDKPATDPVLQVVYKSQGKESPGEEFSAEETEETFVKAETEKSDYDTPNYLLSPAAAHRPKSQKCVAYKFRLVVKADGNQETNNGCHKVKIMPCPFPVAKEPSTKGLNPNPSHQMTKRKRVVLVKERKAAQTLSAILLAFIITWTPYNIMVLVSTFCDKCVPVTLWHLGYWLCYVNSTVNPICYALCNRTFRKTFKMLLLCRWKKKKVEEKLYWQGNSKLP
M5 PAM – human M5 muscarinic receptor positive allosteric modulators, primary screen, CHO-K1 cells, Fluo-8 calcium fluorescence; Muscarinic acetylcholine receptor M5 (Homo sapiens), P08912; activation, % at 3 µM; 360,000 tested, 0.3% active; CHO-K1 hM5, ACh EC20 PAM; 0% = ACh EC20, 100% = ACh EC100; AID 624038, 2012;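 active = activation above the run cutoff, the mean activation of all test compounds plus 3 SD, cut at about 18% in these data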
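Assay system: CHO-K1 hM5 cells / Incubation: Fluo-8 loading 80 min at 37 °C plus 30 min room temperature / Technique: Fluo-8 calcium dye fluorescence, kinetic read / Repeats: single replicate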
CHO-K1 Ca PAM – nonselective calcium activators in parental CHO-K1 cells, primary screen, counter-screen for M1 PAM project, cell-based, Fluo-8 calcium fluorescence, full deck, 1536-well; activation, % at 3 µM; ATP EC20; 0% at ATP EC20, 100% at ATP max; 360,000 tested, 0.02% active;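 active = activation above the run cutoff, the mean activation of all test compounds plus 3 SD, cut at about 40% in these data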;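 also: peak over basal fluorescence ratio in a 140 s read after ATP addition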
CHO-K1 Ca antag – counter-screen for M1 antagonists: effect in parental CHO-K1 cells; AID 602250; 360,000 tested, 0.6% active; inhibition, % at 3 µM; ATP-induced calcium, Fluo-8 fluorescence;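 active = inhibition above a per-plate cutoff, the plate's mean sample inhibition plus 3 SD, cut at about 24% in these data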;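 also: 0% = DMSO plus EC80 ATP and 100% = DMSO alone without ATP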
CHRM4 antagonist – human M4 muscarinic receptor antagonists, primary screen, CHO cells, Fluo-8 calcium fluorescence; Muscarinic acetylcholine receptor M4 (Homo sapiens), P08173; CHO-hM4 cells, ACh EC80; inhibition, % at 3 µM; 360,000 tested, 0.73% active;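 active = inhibition above its plate's cutoff, the mean inhibition of sample wells plus 3 SD, cut at about 27% in these data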;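 also: 0% = acetylcholine EC80 with DMSO and 100% = DMSO without agonist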
M5 ag – human M5 muscarinic receptor agonists, primary screen, CHO-K1 cells, Fluo-8 calcium fluorescence; Muscarinic acetylcholine receptor M5 (Homo sapiens), P08912; CHO-K1 hM5 cells; 0% DMSO wells, 100% maximal acetylcholine response; activation, % at 3 µM; 360,000 tested, 0.19% active;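 active = activation above the run's mean over test compounds plus 3 SD, cut at about 23% in these data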;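 also: signal is peak over basal fluorescence ratio across the kinetic read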
CHO-K1 Ca ag – counter-screen for M1 agonists: effect in parental CHO-K1 cells | Fluo-8 calcium fluorescence; scaled to maximal ATP response, vehicle zero | activation, % at 3 µM | 360,000 tested, 0.48% active; in the data active = activation above about 15%;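 also: untransfected CHO-K1 host cells lacking M1 receptor as counterscreen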
M4 PAM – human M4 muscarinic receptor positive allosteric modulators, primary screen, CHO-K1 cells, Fluo-8 calcium fluorescence | CHO-K1 hM4/Gqi5, ACh EC20; 0% = ACh EC20, 100% = maximal ACh | 360,000 tested, 0.4% active | Muscarinic acetylcholine receptor M4 (Homo sapiens), P08173 | activation, % at 3 µM;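 active = activation above its plate's cutoff, the mean activation of sample wells plus 3 SD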; also: some results filed as inactive read as strong as hits
An asterisk follows results filed as active; & = joins results of further samples.

SMILES	CHRM4 agonist	CHRM5 antagonist	M5 PAM	CHO-K1 Ca PAM	CHO-K1 Ca antag	CHRM4 antagonist	M5 ag	CHO-K1 Ca ag	M4 PAM
Cc1ccc(S(=O)(=O)N(C)CC(=O)N2CCN(Cc3ccc4c(c3)OCO4)CC2)cc1	6	6	-10	-9	5	-19	2	4.8	-3
CCOc1ccc(C(=O)NCCC(=O)N2CCC3(CC2)NCCc2[nH]cnc23)cc1	1	2	2	-5	20	-9	3	0.4	3
Cc1oc(-c2ccc(Cl)cc2)nc1CN1CCCC(C(=O)NCCCN2CCOCC2)C1 (stereo unspecified)	0	2	2	18	-9	2	-4	-0.3	7
CCc1nccn1S(=O)(=O)c1ccc2ccccc2c1	0	-6	9	12	3	8	0	0.6	4
Cc1ccccc1N(CC(=O)NCc1ccco1)C(=O)CNS(=O)(=O)c1ccc(F)cc1	2	10	-5	-6	-18	-6	-2	1.6	-3
Cc1cccc(N2CCN(C(=O)c3ccc4c(c3)OCCO4)CC2)c1C	1	17	0	-1	-4	-10	2	0.6	2
CC(C)N(C(=O)COC(=O)c1cccc(S(=O)(=O)N2CC3(C)CC2CC(C)(C)C3)c1)C(C)C (stereo unspecified)	1	0	-7	-9	-1	16	-4	-0.6	-13
Nc1cc(S(=O)(=O)N2CCCCC2)ccc1Oc1ccc(Cl)cc1	4	6	-5	-18	10	9	0	2.4	-15
Cc1[nH]nc(N=CC2=C(O)CC(c3ccco3)CC2=O)c1-c1ccccc1 (stereo unspecified)	0&0	3&-4	3&4	26&11	-18&3	-4&10	2&4	2.5&0.0	1&10
CCOc1cc(N2CCOCC2)c(OCC)cc1NC(=O)c1cccc(S(=O)(=O)N2CC(C)OC(C)C2)c1 (stereo unspecified)	2	-1	4	9	-11	-28	0	0.5	3
CCn1c(C)cc(C=C2C(=O)c3ccccc3C2=O)c1C	5	-1	-2	7	-13	-6	0	3.2	-1
O=C(CN1CCCCCC1)N/N=C/c1cccc(Cl)c1	1	2	0	13	-12	-6	-1	0.0	6
CCOC(=O)N1CCN(c2c(NCCN3CCN(c4ccccc4F)CC3)c(=O)c2=O)CC1	0	-1	5	5	-1	1	-2	0.2	5
C=CCc1ccccc1OCCn1ccnc1	0	7	-12	8	2	-1	-6	0.5	-5
Cc1cc(C)cc(N2CC(C)(C)C2=O)c1	0	-13	2	4	-8	-11	2	0.2	4
COc1ccc(CCNC(=O)Cn2nnc(-c3ccc(N(C)C)cc3)n2)cc1OC	4	-4	0	21	-7	7	3	2.0	14
COCCNC(=O)C1(C)CCCN(C(=O)c2cccc(OC(F)(F)F)c2)C1 (stereo unspecified)	1	17	-2	-1	4	-6	-1	-0.3	6
CC(Cc1cccs1)NC(=S)Nc1ccc(Cl)c(Cl)c1 (stereo unspecified)	7	14	-15	-4	7	-1	0	5.9	-11
C=C1c2ccccc2O[C@H](C(=O)OCC)[C@@H]1C1CCCCC1	0	-4	0	9	-12	-18	1	-0.1	9
CC1(C)OC2OC(C(=O)N/N=C/c3cc(Br)ccc3O)C3OC(C)(C)OC3C2O1 (stereo unspecified)	1	-7	3	-10	9	9	-3	0.4	-7
CC(Nc1cccc([N+](=O)[O-])c1)C(=O)Nc1ccc(S(=O)(=O)N2CCCC2)cc1 (stereo unspecified)	18	10	-12	5	2	-3	1	11	-9
COc1ccc(-c2cc3c(c4c2ccn4C)C2CCC3O2)cc1OC (stereo unspecified)	-2	-9	6	14	2	-13	0	-0.1	2
Cc1ccc(/C(N)=N/OC(=O)CCCc2ccccc2)cc1	0	15	-4	8	-12	3	-4	1.1	-3
COc1ccccc1-n1c(-c2ccccc2)c[nH]c1=S	0	3	11	18	-16	0	-8	0.2	4
O=C(CCCn1c(=O)[nH]c2cc(Cl)ccc2c1=O)NCCC1=CCCCC1	0	1	0	13	0	8	0	0.1	3

The list continues.
SMILES	CHRM4 agonist	CHRM5 antagonist	M5 PAM	CHO-K1 Ca PAM	CHO-K1 Ca antag	CHRM4 antagonist	M5 ag	CHO-K1 Ca ag	M4 PAM
O=C(CCc1ccccc1)NNC(=O)Nc1ccc(Br)cc1	10	4	-7	-8	7	-4	1	5.1	1
O=C(CN1C(=O)/C(=C2/SC(=S)N(CCS(=O)(=O)O)C2=O)c2ccccc21)Nc1cccc(C(F)(F)F)c1	-1	9	3	12	-10	7	-6	0.2	-1
CC1(C)CNC(=O)CC(C)(C)N1	1	-10	1	9	-6	-1	-4	0.8	5
COc1ccc(/C=C2\C(=O)NC(=O)c3ccccc32)cc1OC	2	0	-2	-12	6	-13	5	0.2	6
COc1ccc(S(=O)(=O)N2CCN(C(=O)CCOc3ccccc3)CC2)cc1OC	2	3	-4	16	-10	-10	0	0.1	9
COc1ccc(C(=O)CC(Nc2ccc([N+](=O)[O-])cc2)c2ccc(OC)cc2)cc1 (stereo unspecified)	0	7	-17	12	-1	-9	-4	0.9	-4
CC(C)NC(=O)N1CCOCCOCCN(C(=O)NC(C)C)CCOCCOCC1	0	-8	-3	20	-11	0	-3	0.7	2
Cc1ccc(CN2CCN(CC(=O)N/N=C/c3ccc(C)o3)CC2)cc1	0	12	7	25	-13	6	-1	1.0	2
CCOC(=O)C(=CNc1cccnc1Oc1ccc(C)c2c1CCC2)C(=O)OCC	9	8	-9	10	1	5	0	2.8	-15
O=C(Nc1cccc(-n2cnnn2)c1)c1cccs1	4	0	-7	5	-10	-2	-5	-0.1	7
Nc1nonc1-n1nnc(C(=O)N/N=C/c2ccccc2F)c1CN1CCOCC1	3	-3	-2	-3	-4	-4	-1	1.0	-5
Oc1c(Cl)cc(Cl)cc1C1=NNC(c2ccc(Cl)cc2)C1 (stereo unspecified)	0	-1	-1	7	-4	6	3	0.3	-9
COc1ccc(-c2nnc(SC(C)C#N)o2)cc1 (stereo unspecified)	1	1	-12	-2	4	4	-3	-0.3	6
O=C(Nc1ccc(F)cc1)c1cc(S(=O)(=O)Nc2ccc(F)cc2)cs1	10	32*	-23	-3	9	8	3	9.1	-12
Cn1c(=O)c2c(nc(Cl)n2Cc2ccncc2)n(C)c1=O	1	-3	1	-3	-12	3	1	0.0	5
O=C(/C=C/c1ccc(F)cc1)NCCC1=CCCCC1	1	14	-8	8	-5	-2	-3	3.3	2
O=C(Cn1cnc2ccccc21)OCC(=O)N1CCCc2ccccc21	8	-5	-4	15	-7	3	-4	5.0	-2
CCOC(=O)N1CCC(NC(=O)CCC(=O)c2ccccc2)CC1	0	-2	-2	7	-4	-2	2	0.2	2
CCC1(C)Cc2ccccc2-c2nc(-c3ccccc3)oc(=O)c21 (stereo unspecified)	-1	4	-4	-4	5	-3	0	-0.3	-2
CC(C)=C(NC(=O)c1ccccc1)C(=O)N1CCOCC1	0	2	-2	0	-14	1	1	-0.1	4
O=C(Nc1cccc(C(F)(F)F)c1)C1Cc2c(-c3ccco3)ccnc2O1 (stereo unspecified)	7	1	-4	9	-9	-1	3	2.4	-4
COc1ccc(Nc2ncc(C#N)c(N)n2)c(OC)c1	1	14	4	14	-9	3	2	-0.3	0
Cc1ccc(NS(=O)(=O)c2cccc3nsnc23)cc1[N+](=O)[O-]	2	16	-2	13	-10	9	-6	1.0	-8
O=c1/c(=C/c2cccc3ccccc23)sc2ncnn12	0	-3	-2	-8	28*	3	2	-0.1	-1
CCC(C)(C(=O)Nc1ccc2c(c1)OCCO2)N(C(C)=O)c1ccc(C(N)=O)cc1 (stereo unspecified)	1	-3	14	23	-12	2	-1	0.2	27

Later entries
SMILES	CHRM4 agonist	CHRM5 antagonist	M5 PAM	CHO-K1 Ca PAM	CHO-K1 Ca antag	CHRM4 antagonist	M5 ag	CHO-K1 Ca ag	M4 PAM
CCOc1ccc(CCNC(=O)COC(=O)c2cccc(N(C)C)c2)cc1OCC	1	3	1	8	-4	0	-5	0.3	5
O=C(COC(=O)C12CC3CC(CC(Cl)(C3)C1)C2)Nc1ccccc1	18	-4	-9	-15	-12	-10	4	0.9	10
Cc1cc(C)n(CC(=O)NNC(=O)c2ccc(NC(=O)CC#N)cc2)n1	0	10	4	7	-9	-9	2	0.4	7
O=C(NCc1ccccn1)C1CCC(=O)N1C1CCCCC1 (stereo unspecified)	0	-3	2	10	1	-12	3	1.5	1
CCC1=NN2C(=N)/C(=C/c3ccc(OS(=O)(=O)c4ccc(C)cc4)c(OC)c3)C(=O)N=C2S1	2	-7	1	-1	-9	6	-4	0.7	-3
CCOC(=O)c1cc(CC)sc1NC(=O)CC1SC(N)=NC1=O (stereo unspecified)	1	1	-2	20	1	-4	1	14	8
O=C(NNC(=O)c1ccco1)Nc1ccccc1	1	3	-1	5	-4	-1	-1	1.7	2
O=C(COC(=O)CNC(=O)c1ccccc1)Nc1cccc(Br)c1	3	6	-7	20	-6	8	1	2.3	-10
COCCCNC(=S)N/N=C/c1ccc(N(C)C)cc1	1	2	4	21	-14	-12	-2	2.0	5
CCCOCCc1nnc(N)s1	1	7	2	20	5	2	-4	0.2	0
O=C(COc1ccccc1F)N1CCN(S(=O)(=O)/C=C/c2ccccc2)CC1	3	7	-4	6	-1	18	-1	2.1	-11
CC1(C(=O)NCc2ccc(F)c(F)c2)Cc2c(-c3ccccc3)ccnc2O1 (stereo unspecified)	2	1	-1	18	-6	-16	-2	0.4	0
O=c1cc(-c2ccccc2)[nH]n2cnnc12	0	-2	4	0	4	-5	-3	-0.1	-4
CCOC(=O)c1cc2c(=O)n3ccccc3nc2n(CCOC)c1=NC(=O)c1c(-c2c(F)cccc2Cl)noc1C	6	12	-4	8	-15	0	0	6.1	-2
COCCSc1nnc(NC(=O)CSc2ccccc2)s1	0	2	-2	3	-5	6	1	0.3	1
O=C(CCN1C(=O)C2C3C=CC(C3)C2C1=O)Nc1ccccn1 (stereo unspecified)	1	7	-5	10	-8	10	2	0.5	1
CCC(=O)Nc1nnc(-c2ccc(Cl)s2)o1	1	2	2	3	9	0	2	-0.2	2
O=C(Nc1ccccc1OC(F)F)c1ccc(Br)o1	1	8	-1	10	-14	-7	-3	-0.3	7
CN(C)S(=O)(=O)c1ccc(N2CCCC2)c(C(=O)NC2(C)CCS(=O)(=O)C2)c1 (stereo unspecified)	0	3	5	0	-3	-2	3	0.1	6
COc1ccccc1NC(=O)N[C@@H](Cc1c[nH]c2ccccc12)C(=O)NN	1	6	9	-7	0	-6	-2	0.0	4
COc1ccc(N2CCN(C(=O)COC(=O)CCS(=O)(=O)c3ccc(C)cc3)CC2)cc1	4	1	-5	8	-4	-11	5	1.8	2

Among those listed so far, three contain a cyano group.
SMILES	CHRM4 agonist	CHRM5 antagonist	M5 PAM	CHO-K1 Ca PAM	CHO-K1 Ca antag	CHRM4 antagonist	M5 ag	CHO-K1 Ca ag	M4 PAM
COc1ccc(-c2nnc(SC(C)C#N)o2)cc1 (stereo unspecified)	1	1	-12	-2	4	4	-3	-0.3	6
COc1ccc(Nc2ncc(C#N)c(N)n2)c(OC)c1	1	14	4	14	-9	3	2	-0.3	0
Cc1cc(C)n(CC(=O)NNC(=O)c2ccc(NC(=O)CC#N)cc2)n1	0	10	4	7	-9	-9	2	0.4	7

Compound activity as filed in PubChem.
